Source: PubChem (several laboratories)
GPR7 antag: human neuropeptides B/W receptor 1 antagonism | P48145 | GPR7-expressing cells, fluorescence antagonist assay | inhibition, % at 4.4 µM | 1.1% of 290,000 active; in the data active = inhibition above about 16%, passing the limit was not always enough;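 also: cells stimulated with the agonist NPW; 0% = agonist with vehicle and 100% = vehicle without agonist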
Target sequence (P48145 whole entry, looked up): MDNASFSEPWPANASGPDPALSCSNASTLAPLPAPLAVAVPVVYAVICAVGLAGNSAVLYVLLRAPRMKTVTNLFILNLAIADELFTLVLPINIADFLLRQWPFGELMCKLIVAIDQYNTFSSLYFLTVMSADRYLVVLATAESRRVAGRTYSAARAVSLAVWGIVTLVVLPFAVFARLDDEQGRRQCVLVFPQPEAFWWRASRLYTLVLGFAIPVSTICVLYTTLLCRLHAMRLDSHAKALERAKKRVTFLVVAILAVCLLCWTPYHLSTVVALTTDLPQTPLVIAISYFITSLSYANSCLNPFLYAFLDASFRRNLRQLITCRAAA
V1R ag counter: activates human V1a receptor in oxytocin agonist counter-screen | P37288 | CHO-V1R cells, Fluo-8 calcium fluorescence, agonist mode; 0% DMSO, 100% 3 nM vasopressin | activation, % at 3 µM | 0.25% of 320,000 active | AID 2797;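 active = activation above the mean activation of all tested compounds plus 3 SD, per screening run, cut at about 20% in these data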;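 also: signal is peak over basal fluorescence ratio across a 100 second FLIPR read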
FID counter: counter-screen for HCV NS3 helicase inhibitors: DNA intercalator displacement; DNA fluorescent intercalator displacement, fluorescence; inhibition, % at 7.9 µM; 0.17% of 290,000 active; in the data active = inhibition above about 37%;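 also: 0% = vehicle and 100% = reference compound; higher means more ethidium bromide displaced from hairpin DNA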
IMP-1 inh: blocks Pseudomonas aeruginosa IMP-1 metallo-beta-lactamase | purified IMP-1, nitrocefin hydrolysis, epi-absorbance fluorescence | AID 1556 | inhibition, % at 5.6 µM | 0.45% of 290,000 active;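 active = inhibition above the mean plus 3 SD of all compounds in the same screening run, cut at about 4.5% in these data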;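 also: 0% = IMP-1 with DMSO and 100% = DMSO wells lacking enzyme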
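System: Purified recombinant IMP-1 metallo-beta-lactamase enzyme | Measured by: Fluorescence quenching readout, ex 480/em 530 nm | Replication: Singlicate | Incubation: 15 min preincubation plus 25 min reaction at 25 °C | Evaluation: Percent inhibition from optical density relative to buffer-blank wells | Benchmarks: DMSO with and without IMP-1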
PHOSPHO1 inh: PHOSPHO1 (human) inhibition. Q8TCT1. recombinant PHOSPHO1, absorbance phosphatase assay. inhibition, % at 13.3 µM. 1.1% of 290,000 active. AID 1565; in the data active = inhibition above about 60%
Target sequence (Q8TCT1 whole entry, looked up): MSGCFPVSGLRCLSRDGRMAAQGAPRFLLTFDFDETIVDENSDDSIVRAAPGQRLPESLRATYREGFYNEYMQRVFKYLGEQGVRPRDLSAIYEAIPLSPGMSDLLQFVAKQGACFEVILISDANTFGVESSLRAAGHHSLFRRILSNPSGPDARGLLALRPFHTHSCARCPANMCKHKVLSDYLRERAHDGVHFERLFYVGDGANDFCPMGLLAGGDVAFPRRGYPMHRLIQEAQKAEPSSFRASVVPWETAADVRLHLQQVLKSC
GalR3 antag: blocks the human galanin receptor 3. AID 651719. 0.44% of 360,000 active. HEK293 GalR3-CNG cAMP membrane potential fluorescence; galR3 body fused to GalR1 C-terminus. O60755. inhibition, % at 3 µM;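 active = inhibition above the screen-wide average plus 3 SD, cut at about 13% in these data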;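 also: forskolin and galanin both at EC90 stimulate the cells; cAMP rise reported by CNG channel membrane potential dye signal; 0% = forskolin plus galanin with DMSO and 100% = forskolin alone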
HCV NS3 hel inh: inhibitors of Hepatitis C virus NS3 helicase. 0.56% of 290,000 active. AID 1800. inhibition, % at 10.9 µM. NS3 helicase DNA unwinding, Cy5 molecular beacon fluorescence;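 active = inhibition above the mean of all tested compounds plus 3 SD, set per campaign, cut at about 35% in these data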;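 also: 0% = DMSO wells and 100% = thioflavine S control wells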
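Measured by: Cy5 fluorescence, 0 and 60 min reads / Assay system: NS3 helicase fragment of HCV / Control set: low DMSO, high thioflavine S at 110 µM / Times: 1 h reaction at 25 °C, ATP-initiated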
VIM-2 inh: inhibitors of Pseudomonas aeruginosa VIM-2 metallo-beta-lactamase. inhibition, % at 5.6 µM. purified VIM-2, nitrocefin hydrolysis, epi-absorbance fluorescence. 0.89% of 290,000 active;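 active = inhibition above the mean of all tested compounds plus 3 SD, cutoff set per screening run, cut at about 7.5% in these data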;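 also: red hydrolysis product quenches plate fluorescence so inhibitors raise well fluorescence; 0% = enzyme with DMSO and 100% = DMSO without enzyme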
OXTR ag: human OXTR agonism. 0.32% of 320,000 active. activation, % at 3 µM. CHO-OTR cells, Fluo-8 calcium fluorescence; normalized: DMSO 0%, oxytocin 100%. P30559;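 active = activation above the mean of all tested compounds plus 3 SD, cutoff set per screening run, cut at about 20% in these data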;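 also: peak over basal fluorescence ratio from a 100 s FLIPR kinetic read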
The depositor's hits bear a star; nt = not tested or not shown. Not a hit list. About 4.3% of those tested had a hit in this group.

1) O=C(COC(=O)Cc1ccsc1)NC1CCCCCC1
2) COc1ccccc1N1CCN(C(=O)CSc2nc3ccccc3o2)CC1
3) COc1cccc(NC(=S)NCc2cccnc2)c1
4) CS(=O)(=O)N(CC(=O)Nc1ccccc1C(=O)NCc1ccco1)c1ccc2c(c1)OCCO2
5) CCC(=O)C1=C(N2CCCC2)CC(C)(C)CC1=O
6) O=C(COC(=O)c1cc(-c2ccccc2Cl)nc2ccccc12)Nc1ncc(C(F)(F)F)cc1Cl
7) COc1ccc(N(CC(=O)Nc2ccc(C)c(C)c2)S(=O)(=O)c2c(C)n[nH]c2C)cc1
8) Cc1ccc(-n2ncc3c(=O)[nH]cnc32)c(C)c1
9) O=C(Oc1ccc2c(=O)c(Oc3ccc4ccccc4c3)coc2c1)c1cncc(Br)c1
10) COC(=O)c1cc2ccsc2n1CC(=O)Nc1ccc(N(C)C)cc1

entry no. | 1 | 2 | 3 | 4 | 5 | 6 | 7 | 8 | 9 | 10
GPR7 antag | -7 | 2 | -9 | 7 | 0 | -3 | 2 | 1 | -2 | 13
V1R ag counter | 6.5 | 1.8 | -0.4 | 1.0 | 0.9 | 0.1 | 1.2 | -0.6 | 0.2 | -0.3
FID counter | -6 | -33 | 2 | -14 | 3 | -2 | -26 | -1 | -6 | 2
IMP-1 inh | -3.5 | -8.1 | -1.8 | -1.0 | -1.7 | -1.3 | -3.2 | -0.8 | -4.5 | -1.7
PHOSPHO1 inh | 5 | -11 | 4 | -4 | -4 | -6 | 4 | 2 | -14 | 15
GalR3 antag | 3 | 5 | 2 | -7 | 5 | -4 | -7 | -4 | -4 | -5
HCV NS3 hel inh | 1 | 0 | 6 | -5 | 7 | 5 | -7 | 7 | 7 | 4
VIM-2 inh | -3.0 | -2.1 | -1.6 | -1.1 | -2.0 | 2.4 | -2.7 | -0.8 | -3.7 | -2.0
OXTR ag | 0.1 | -0.1 | -0.1 | 0.7 | -0.8 | -0.4 | 0.3 | -0.6 | -0.2 | 0.7

11) Cc1oc2cc3oc(=O)c(CC(=O)NCCC(=O)O)c(C)c3cc2c1C
12) CCCCN(CC)CCCNC(=O)c1csc2c1CCCCC2
13) COc1cccc(C(=O)Nc2c3c(nc4c2CCC4)CCCC3)c1
14) O=C(/C=C/c1ccccc1Cl)c1ccc(O)cc1
15) CCCSC1=C(C#N)C(c2cccnc2)C(C(=O)OCC)=C(c2ccccc2)N1 (stereo unspecified)
16) COC(=O)c1ccc(NC(=O)Nc2ccc(F)c(Cl)c2)cc1
17) CCN1C(=O)CC(N2CCC(C(=O)N3CCOCC3)CC2)C1=O (stereo unspecified)
18) CC(C)N(Cc1nc(-c2ccc(Cl)cc2)no1)C(=O)/C=C/c1ccccc1
19) Cc1ccc2cc3cc(C(=O)N(CC(=O)NC4CCCC4)c4cccc(C)c4C)sc3nc2c1
20) COc1ccc2c(c1)[nH]c1c(=O)n(CCC3=CCCCC3)cnc12

entry no. | 11 | 12 | 13 | 14 | 15 | 16 | 17 | 18 | 19 | 20
GPR7 antag | -11 | -7 | -14 | -6 | 5 | 16 | -9 | -7 | -6 | 2
V1R ag counter | nt | 0.1 | 0.5 | 1.8 | -0.6 | 13 | -0.3 | 2.5 | -0.1 | -0.3
FID counter | -23 | 17 | 0 | 1 | -30 | 5 | -1 | -23 | -1 | -3
IMP-1 inh | -2.6 | -1.0 | -2.6 | -2.8 | -1.9 | -0.1 | -1.2 | -1.1 | -0.8 | -4.1
PHOSPHO1 inh | -3 | -15 | -2 | 34 | 34 | 15 | -38 | -10 | 16 | -20
GalR3 antag | -11 | -6 | 3 | -7 | 0 | -8 | 2 | -11 | -3 | -2
HCV NS3 hel inh | 9 | -11 | 2 | -8 | -4 | -18 | -2 | -16 | 14 | -1
VIM-2 inh | -2.4 | -0.9 | -3.5 | -1.9 | -4.5 | -2.4 | -1.4 | -4.7 | 1.8 | -3.1
OXTR ag | nt | -0.7 | -2.6 | 0.6 | -2.4 | 19 | -0.1 | 0.2 | -1.2 | 0.1

21) CCC(=O)Nc1cc(C(=O)O)ccc1Sc1ccc(Cl)cc1
22) COc1ccccc1OCCn1cc(/C=N/n2cnnc2)c2ccccc21
23) CCOC(=O)c1nnn(-c2nonc2NC(C)=O)c1C
24) O=C(CSc1cccc2cccnc12)OCC(=O)c1ccc(Br)cc1
25) Cn1c(OCc2ccc3c(c2)OCO3)nc2c1c(=O)n(Cc1cccc(Cl)c1)c(=O)n2C
26) COc1ccc(C(=O)Nc2ccnn2C2CCN(C(=O)c3cccnc3)CC2)cc1
27) COc1ccc(NC(=O)c2c(N)no[n+]2[O-])cc1
28) CCCc1cc(=O)n2[nH]c(-c3ccc(OC)cc3)nc2n1

entry no. | 21 | 22 | 23 | 24 | 25 | 26 | 27 | 28
GPR7 antag | -9 | -5 | -8 | -2 | -13 | -3 | 1 | 5
V1R ag counter | 1.0 | 3.0 | -0.5 | -0.7 | 0.4 | -1.0 | -0.2 | 1.0
FID counter | -8 | -29 | 4 | -4 | -9 | -8 | 13 | -6
IMP-1 inh | -3.7 | -0.5 | -0.2 | 5.3* | -3.4 | -4.0 | -0.5 | -3.4
PHOSPHO1 inh | 1 | -10 | 4 | -5 | nt | 8 | 32 | -14
GalR3 antag | -1 | 0 | -4 | -3 | -5 | -2 | -2 | -1
HCV NS3 hel inh | 8 | -12 | 2 | 4 | -3 | 0 | 4 | 3
VIM-2 inh | -0.9 | -1.4 | 1.5 | 0.1 | -4.6 | -1.9 | 1.6 | -3.2
OXTR ag | 1.6 | 3.7 | -0.3 | 0.3 | -0.2 | 0.6 | 0.3 | -1.3

Reprinted at random: 2 compounds from above, in no set order.
11) Cc1oc2cc3oc(=O)c(CC(=O)NCCC(=O)O)c(C)c3cc2c1C
10) COC(=O)c1cc2ccsc2n1CC(=O)Nc1ccc(N(C)C)cc1

entry no. | 11 | 10
GPR7 antag | -11 | 13
V1R ag counter | nt | -0.3
FID counter | -23 | 2
IMP-1 inh | -2.6 | -1.7
PHOSPHO1 inh | -3 | 15
GalR3 antag | -11 | -5
HCV NS3 hel inh | 9 | 4
VIM-2 inh | -2.4 | -2.0
OXTR ag | nt | 0.7

Rewritten with tabs: part of the list above.
#	canonical_smiles	GPR7 antag	V1R ag counter	FID counter	IMP-1 inh	PHOSPHO1 inh	GalR3 antag	HCV NS3 hel inh	VIM-2 inh	OXTR ag
20	COc1ccc2c(c1)[nH]c1c(=O)n(CCC3=CCCCC3)cnc12	2	-0.3	-3	-4.1	-20	-2	-1	-3.1	0.1
21	CCC(=O)Nc1cc(C(=O)O)ccc1Sc1ccc(Cl)cc1	-9	1.0	-8	-3.7	1	-1	8	-0.9	1.6
22	COc1ccccc1OCCn1cc(/C=N/n2cnnc2)c2ccccc21	-5	3.0	-29	-0.5	-10	0	-12	-1.4	3.7
23	CCOC(=O)c1nnn(-c2nonc2NC(C)=O)c1C	-8	-0.5	4	-0.2	4	-4	2	1.5	-0.3
24	O=C(CSc1cccc2cccnc12)OCC(=O)c1ccc(Br)cc1	-2	-0.7	-4	5.3*	-5	-3	4	0.1	0.3
25	Cn1c(OCc2ccc3c(c2)OCO3)nc2c1c(=O)n(Cc1cccc(Cl)c1)c(=O)n2C	-13	0.4	-9	-3.4	nt	-5	-3	-4.6	-0.2
26	COc1ccc(C(=O)Nc2ccnn2C2CCN(C(=O)c3cccnc3)CC2)cc1	-3	-1.0	-8	-4.0	8	-2	0	-1.9	0.6
27	COc1ccc(NC(=O)c2c(N)no[n+]2[O-])cc1	1	-0.2	13	-0.5	32	-2	4	1.6	0.3
28	CCCc1cc(=O)n2[nH]c(-c3ccc(OC)cc3)nc2n1	5	1.0	-6	-3.4	-14	-1	3	-3.2	-1.3
